Assay outcomes from PubChem BioAssay.
RGS7-Gao reg – modulates binding of RGS7 to human Galphao; binding response (% of control), % at 10 µM; P09471; 220,000 tested, 0.35% active; Multiplexed bead flow cytometry; actives lie on both sides; in the data active = binding response below about 49% or above about 150%; inconclusive = no clear call, values can overlap the other calls; inactive = in between;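 also: fluorescent Galphao held in activated GDP-AlF4 state binding bead-coupled RGS7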
GSH fluor – compound fluoresces at 488/530 nm on GSH beads; AID 1776; GSH beads flow cytometry, compound fluorescence 488/530 nm; active compounds read high; fluorescence (KMESF) at 10 µM; 190,000 tested, 0.25% active; in the data active = fluorescence above about 89;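 also: glutathione beads carrying GST-tagged Bcl family fusion proteins plus one bare bead set; values are compound well signal with DMSO vehicle wells as background; inactives centre near 16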
Mcl1 Noxa PPI – disrupts binding of human Mcl-1 to Noxa peptide; AID 1022; inhibition, % at 21.7 µM; TR-FRET Mcl-1/Noxa peptide binding, 2 h; 220,000 tested, 1.5% active;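 active = compounds that cut the protein-peptide binding signal by more than 50% relative to plate controls in a single-dose test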;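 also: His-tagged Mcl-1 with rhodamine Noxa BH3 peptide and terbium anti-His antibody; 0% = Mcl-1 plus Noxa peptide wells and 100% = peptide-only wells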
Mcl1-Bid inh – Mcl-1/Bid interaction inhibition; Q07820; TR-FRET Mcl-1/Bid-Dy647 peptide binding, 1536-well; inhibition, % at 21.7 µM; 220,000 tested, 0.97% active;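 active = compounds that cut the binding signal by more than half at the single screening dose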;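 also: His-tagged Mcl-1 with europium anti-His antibody binding Bid BH3 peptide; 0% = Mcl-1 plus peptide wells and 100% = peptide-only wells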
ABCB1 inh – inhibitors of human ABCB1 transporter, ABCG2 counter-screen | inhibition, % at 6.6 µM | CCRF-Adr cells, JC-1 efflux, flow cytometry | 190,000 tested, 0.067% active | P08183 | AID 1326; in the data active = inhibition above about 40%;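 also: 0% = vehicle and 100% = reference inhibitor; higher value means more JC-1 retained so stronger ABCB1 efflux block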
Target sequence (P08183 whole entry, looked up): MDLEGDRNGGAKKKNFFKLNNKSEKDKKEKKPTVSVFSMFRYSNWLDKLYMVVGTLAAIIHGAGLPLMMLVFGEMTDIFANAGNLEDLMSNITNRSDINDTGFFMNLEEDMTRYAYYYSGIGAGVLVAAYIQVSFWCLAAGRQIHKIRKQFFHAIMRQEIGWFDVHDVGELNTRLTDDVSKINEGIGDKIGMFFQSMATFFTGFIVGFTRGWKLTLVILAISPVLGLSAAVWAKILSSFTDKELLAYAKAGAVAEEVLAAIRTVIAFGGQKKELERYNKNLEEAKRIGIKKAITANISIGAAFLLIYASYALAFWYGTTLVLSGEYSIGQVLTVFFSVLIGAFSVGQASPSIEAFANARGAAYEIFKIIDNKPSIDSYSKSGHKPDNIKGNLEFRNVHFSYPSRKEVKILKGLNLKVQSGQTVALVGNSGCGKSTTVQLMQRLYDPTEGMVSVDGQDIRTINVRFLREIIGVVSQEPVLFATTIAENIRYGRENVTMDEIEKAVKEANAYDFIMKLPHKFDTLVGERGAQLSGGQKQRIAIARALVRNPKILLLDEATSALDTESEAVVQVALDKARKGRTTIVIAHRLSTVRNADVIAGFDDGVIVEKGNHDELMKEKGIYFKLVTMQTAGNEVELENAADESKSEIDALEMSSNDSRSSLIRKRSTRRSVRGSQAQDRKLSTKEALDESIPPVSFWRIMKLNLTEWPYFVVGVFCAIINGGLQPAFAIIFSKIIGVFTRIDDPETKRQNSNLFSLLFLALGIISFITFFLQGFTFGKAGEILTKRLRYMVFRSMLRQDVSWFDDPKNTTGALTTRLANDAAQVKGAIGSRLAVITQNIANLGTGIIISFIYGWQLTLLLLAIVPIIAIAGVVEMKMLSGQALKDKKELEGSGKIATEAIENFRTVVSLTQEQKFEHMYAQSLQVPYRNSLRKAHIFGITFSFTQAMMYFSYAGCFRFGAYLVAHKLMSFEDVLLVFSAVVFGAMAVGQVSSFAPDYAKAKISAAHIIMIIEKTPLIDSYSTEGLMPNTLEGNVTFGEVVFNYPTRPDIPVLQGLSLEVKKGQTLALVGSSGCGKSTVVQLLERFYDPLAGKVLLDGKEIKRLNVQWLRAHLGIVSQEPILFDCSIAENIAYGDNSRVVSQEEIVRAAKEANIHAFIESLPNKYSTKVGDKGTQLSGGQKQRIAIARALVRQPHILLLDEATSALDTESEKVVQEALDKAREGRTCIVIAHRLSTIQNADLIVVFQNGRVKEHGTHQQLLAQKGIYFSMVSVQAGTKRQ
Pf gamet viab – inhibitors of late stage P. falciparum gametocyte viability | P. falciparum stage V gametocytes, ATP luminescence, 24 h | inhibition, % at 10.9 µM | 150,000 tested, 0.065% active | AID 743093;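 active = inhibition above the mean plus 3 SD of compounds within the control limits, set per campaign, cut at about 38% in these data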;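 also: 0% = DMSO wells and 100% = medium only without gametocytes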
Mcl-1 Bim block – inhibitors of Bim-Mcl-1 interaction, human | Q07820 | Bead-based flow cytometry, Bim peptide-Mcl-1 binding | inhibition, % at 10 µM | 190,000 tested, 0.1% active | AID 1009; in the data active = inhibition above about 40%;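 also: 0% = no compound tracer wells and 100% = peptide blocker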
Avidin bead fluor – avidin bead compound fluorescence profile | Avidin beads, compound fluorescence 488/530 nm, flow cytometry; active compounds read high | fluorescence (KMESF) at 10 µM | 220,000 tested, 0.38% active | AID 1775; in the data active = fluorescence above about 47; also: inactives centre near 10
RGS4-Gao reg – human RGS4-Galphao interaction regulation | P09471 | Multiplexed bead flow cytometry, RGS4-Galphao binding; actives lie on both sides | binding response (% of control), % at 10 µM | 220,000 tested, 0.33% active | AID 1415; in the data active = binding response below about 49% or above about 150%; inactive = in between;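 also: fluorescent Galphao activated with aluminum fluoride binding bead-coupled RGS4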
RGS8-Gao reg – modulates binding of RGS8 to human Galphao | response (percent of control binding), % at 10 µM | P09471 | 220,000 tested, 0.34% active | multiplexed bead flow cytometry; actives lie on both sides | AID 1423; in the data active = response below about 60% or above about 140%; inactive = in between;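 also: Galphao activated as the GDP aluminium fluoride complex binding bead-coupled RGS8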
ABCG2 block – human ABCG2 inhibition, ABCB1 as counter-screen | Q9UNQ0 | IgMXP3 cells, JC-1 efflux, flow cytometry | inhibition, % at 6.6 µM | 190,000 tested, 0.1% active | AID 1325;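 active = inhibition above 80%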;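 also: 0% = DMSO and 100% = nicardipine control wells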
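Test system: IgMXP3 cells (ABCG2) mixed with DDAO far-red-labelled CCRF-Adr cells (ABCB1). Reagent: JC-1 transporter substrate. Compound dosing: single test compound dose, 6.6 µM final. Times: 10 min compound exposure, 25 °C. Detection: flow cytometry of retained JC-1 fluorescence. Read-out basis: efflux inhibition in percent versus controls. Controls: nicardipine and DMSO wells.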
The depositor's hits bear a star; ? = inconclusive; nt = no result given. Only part of the results is shown; rates above refer to the full screens.

SMILES	RGS7-Gao reg	GSH fluor	Mcl1 Noxa PPI	Mcl1-Bid inh	ABCB1 inh	Pf gamet viab	Mcl-1 Bim block	Avidin bead fluor	RGS4-Gao reg	RGS8-Gao reg	ABCG2 block
Cc1nn(C)c(C)c1P(=S)(c1c(C)nn(C)c1C)N(C)C	101	20	-4	-6	-2.1	6	2	13	99	101	-3
CCOc1ccccc1-n1c(O)c(C=Nc2ccc(N(CC)CC)cc2)c(=O)[nH]c1=O	97	11	13	-51	0.6	nt	-5	16	95	97	2
CCC(C)C1N=C(c2ccccc2)c2cc(Cl)ccc2N(CC(=O)NCc2ccco2)C1=O (stereo unspecified)	101	27	12	-8	1.2	nt	0	6	100	103	2
Cc1ccc(C(=O)NC(O)C(Cl)(Cl)Cl)cc1 (stereo unspecified)	99	20	0	7	0.2	-10	-3	12	103	104	3
Cc1ccsc1C(=O)C1CCCN(Cc2ccn[nH]2)C1 (stereo unspecified)	108	18	13	-28	0.9	19	-2	7	108	105	4
CCC(C)n1c(O)c(C=Nc2cccc(C(F)(F)F)c2)c(=O)[nH]c1=S (stereo unspecified)	96	12	-2	-30	-0.2	nt	-5	4	100	102	-5
CN(C)CCN=Cc1c(O)n(CCC2=CCCCC2)c(=O)[nH]c1=O	97	39	7	-5	0.1	-24	0	7	101	103	1
O=c1c2ccccc2nc(CNCC2CCCO2)n1-c1ccc(F)cc1 (stereo unspecified)	?	21	15	-30	1.1	-3	0	9	101	101	4
CC(C(=O)c1c[nH]c2ccccc12)N1CCOCC1 (stereo unspecified)	?	nt	-19	-7	nt	-12	nt	8	97	101	nt
Cn1cc(C(=O)N2CCC3(CC2)OCCO3)c2c3ccccc3n(C)c2c1=O	99	17	1	16	0.5	nt	-1	26	97	91	1
C=CCN(CC#CCOc1ccccc1OC)CC=C	101	10	20	27	0.4	nt	-1	11	98	97	5
Cn1c(O)c(C=NCCc2c[nH]c3ccccc23)c(=O)n(C)c1=O	108	14	11	-25	0.6	-2	-1	15	105	98	3
COCCOC(=O)C1=C(C)OC(N)=C(C(=O)OC)C12C(=O)Nc1ccccc12 (stereo unspecified)	98	15	5	-13	0.1	-20	-2	9	102	102	0
COCCCn1c(N)c(C(=O)Nc2sc3c(c2C(=O)OC)CCCC3)c2nc3ccccc3nc21	108	6	-2	11	-0.9	nt	18	nt	105	106	-2
Cc1c(NC(=O)C(C)OC(=O)Cc2ccccc2)c(=O)n(-c2ccccc2)n1C (stereo unspecified)	100	38	-20	-23	-0.1	nt	-7	8	98	104	0
O=[N+]([O-])c1cc(-c2ccc([As](=O)(O)O)cc2)ccc1[As](=O)(O)O	?	nt	6	11	nt	nt	nt	5	146	131	nt
CCCC(CCC)C(=O)OC[N+](C)(C)CCOC(=O)C(O)(c1ccccc1)C1CCCC1 (stereo unspecified)	99	10	13	-7	0.0	-6	2	9	89	98	0
CN1CCN(Cc2ccc(N)cc2)CC1	87	29	12	-25	-0.3	-3	2	6	93	106	0
O=C(O)C1C2CC3CC(C2)CC1(n1ncc(N2CCC4(CC2)OCCO4)c(Cl)c1=O)C3 (stereo unspecified)	?	nt	16	-12	nt	-4	nt	4	96	97	nt
CCNCCNc1ccc([N+](=O)[O-])c2cccnc12	?	nt	-3	-36	nt	-20	nt	6	99	101	nt
COc1cc2c(cc1OC)[C@@H]1C(=O)c3ccc4c(c3O[C@@H]1CO2)C[C@H](C(C)C)O4	?	nt	-9	4	nt	19	nt	6	102	102	nt
CCCCn1c(O)c(C(C)=NCc2ccc3c(c2)OCO3)c(=O)[nH]c1=O	?	nt	17	-28	nt	0	nt	9	103	101	nt
COc1cc2c(cc1C=O)OCO2	99	15	-6	-62	-0.1	-14	-3	7	97	103	-2
Cc1cc(N2C(=O)C3CCCN3C2c2ccccc2)no1 (stereo unspecified)	99	32	8	5	0.8	nt	-5	14	102	99	2
NC(=O)CSc1nnc([C@@H](N)Cc2c[nH]c3ccccc23)o1	95	40	10	-97	-0.3	-16	5	2	90	93	1

Sorted by length of the SMILES (low to high): 14 of the compounds above.
SMILES	RGS7-Gao reg	GSH fluor	Mcl1 Noxa PPI	Mcl1-Bid inh	ABCB1 inh	Pf gamet viab	Mcl-1 Bim block	Avidin bead fluor	RGS4-Gao reg	RGS8-Gao reg	ABCG2 block
COc1cc2c(cc1C=O)OCO2	99	15	-6	-62	-0.1	-14	-3	7	97	103	-2
CN1CCN(Cc2ccc(N)cc2)CC1	87	29	12	-25	-0.3	-3	2	6	93	106	0
Cc1ccc(C(=O)NC(O)C(Cl)(Cl)Cl)cc1 (stereo unspecified)	99	20	0	7	0.2	-10	-3	12	103	104	3
CC(C(=O)c1c[nH]c2ccccc12)N1CCOCC1 (stereo unspecified)	?	nt	-19	-7	nt	-12	nt	8	97	101	nt
Cc1cc(N2C(=O)C3CCCN3C2c2ccccc2)no1 (stereo unspecified)	99	32	8	5	0.8	nt	-5	14	102	99	2
Cc1nn(C)c(C)c1P(=S)(c1c(C)nn(C)c1C)N(C)C	101	20	-4	-6	-2.1	6	2	13	99	101	-3
CN(C)CCN=Cc1c(O)n(CCC2=CCCCC2)c(=O)[nH]c1=O	97	39	7	-5	0.1	-24	0	7	101	103	1
Cn1cc(C(=O)N2CCC3(CC2)OCCO3)c2c3ccccc3n(C)c2c1=O	99	17	1	16	0.5	nt	-1	26	97	91	1
CCC(C)n1c(O)c(C=Nc2cccc(C(F)(F)F)c2)c(=O)[nH]c1=S (stereo unspecified)	96	12	-2	-30	-0.2	nt	-5	4	100	102	-5
Cc1c(NC(=O)C(C)OC(=O)Cc2ccccc2)c(=O)n(-c2ccccc2)n1C (stereo unspecified)	100	38	-20	-23	-0.1	nt	-7	8	98	104	0
CCOc1ccccc1-n1c(O)c(C=Nc2ccc(N(CC)CC)cc2)c(=O)[nH]c1=O	97	11	13	-51	0.6	nt	-5	16	95	97	2
CCC(C)C1N=C(c2ccccc2)c2cc(Cl)ccc2N(CC(=O)NCc2ccco2)C1=O (stereo unspecified)	101	27	12	-8	1.2	nt	0	6	100	103	2
O=[N+]([O-])c1cc(-c2ccc([As](=O)(O)O)cc2)ccc1[As](=O)(O)O	?	nt	6	11	nt	nt	nt	5	146	131	nt
O=C(O)C1C2CC3CC(C2)CC1(n1ncc(N2CCC4(CC2)OCCO4)c(Cl)c1=O)C3 (stereo unspecified)	?	nt	16	-12	nt	-4	nt	4	96	97	nt

Following part
SMILES	RGS7-Gao reg	GSH fluor	Mcl1 Noxa PPI	Mcl1-Bid inh	ABCB1 inh	Pf gamet viab	Mcl-1 Bim block	Avidin bead fluor	RGS4-Gao reg	RGS8-Gao reg	ABCG2 block
N=C1c2ccccc2CN1NC(=O)c1ccc(Cl)cc1	102	17	29	-3	0.1	nt	-2	8	101	99	0
COc1ccc(Cl)cc1C(=O)C1CCCN(Cc2cnc(C)s2)C1 (stereo unspecified)	106	11	6	-15	1.2	-7	2	10	107	104	8
O=C(c1cc(S(=O)(=O)N2CCCCC2)ccc1F)N1CCC2(CC1)OCCO2	104	64	-1	1	0.6	-24	0	6	100	101	3
C=Cn1ccnc1P(=S)(c1cc(N(CC)CC)ns1)c1nccn1C=C	100	21	10	-21	0.2	nt	-1	9	98	101	0
Cc1ccc(C)c(NC(=O)CSc2nnc([C@@H](N)Cc3c[nH]c4ccccc34)o2)c1	100	13	20	-14	-0.2	-4	-2	21	99	101	1
COc1ccc(CNC(=O)C(NC(C)=O)C(C)C)cc1OC (stereo unspecified)	?	25	-4	-4	1.2	-2	-2	8	91	97	1
C(CCc1nn[nH]n1)CCc1nn[nH]n1	98	11	-7	-2	nt	19	-3	17	97	96	2
COc1ccc(NC(=S)NC(NC(=O)CF)C(Cl)(Cl)Cl)cc1[N+](=O)[O-] (stereo unspecified)	96	8	18	-19	-0.8	-15	0	13	95	78	-1
Cc1nc2c(-c3ccccc3)c(C)nn2c(C)c1CCC(=O)N1CCC2(CC1)OCCO2	102	62	19	2	0.4	-8	-2	7	104	102	9
COCCNC(=O)c1ccc(N2CC3CC(C2)c2cccc(=O)n2C3)c([N+](=O)[O-])c1 (stereo unspecified)	100	12	9	-11	0.0	6	-4	19	97	97	1
CN(C)P(=O)(CCl)Nc1ccccc1 (stereo unspecified)	101	20	0	-16	0.3	8	-5	13	104	104	3
O=C(Oc1c(Cl)cc(Cl)c2ccccc12)N1CCCCC1	98	31	-6	-19	0.3	8	-5	12	96	96	2
CCOP(=O)(OCC)C1(C(=O)O)CCCC1	?	nt	-8	-7	nt	4	nt	7	100	101	nt
O=C1C2CCCN2C(c2cccnc2)N1c1ccc(Cl)cc1 (stereo unspecified)	96	29	15	-22	0.1	nt	-4	9	99	89	6
Cc1noc(C)c1C(=O)N1CCC2(CC1)OCCO2	103	35	0	2	-0.1	nt	-1	10	101	102	0
O=c1[nH]c(=S)n(CCC2=CCCCC2)c(O)c1C=NC1CCN(Cc2ccccc2)CC1	97	14	-8	-30	-0.6	1	-4	7	97	107	18
COc1cccc(-n2c(O)c(C=NCc3ccc4c(c3)OCO4)c(=O)[nH]c2=O)c1	100	15	14	-4	0.5	nt	0	36	101	101	2
COc1ccc(N=Nc2c(O)[nH]c(=S)[nH]c2=O)cc1	103	9	11	-49	0.1	25	-1	22	101	102	2
Clc1ccccc1CN1CCN(c2cccc3[nH]ccc23)CC1	?	nt	12	-25	nt	nt	nt	6	100	98	nt
CCCCn1c(N)c(C(=O)NCCN2CCOCC2)c2nc3ccccc3nc21	98	54	20	-30	1.6	-19	0	7	90	94	27
CCC(C)C1NC(=O)C(C(C)=O)=C1O (stereo unspecified)	?	nt	7	-57	nt	nt	nt	5	65	83	nt
Cc1ccc(CN2C(=O)NC(=O)C3(Cc4c(nc5ccccn5c4=O)N4CCCCCC43)C2=O)cc1 (stereo unspecified)	98	34	8	11	35	5	-3	16	103	99	8
Nc1c(C(=O)OCc2ccccc2)c2nc3ccccc3nc2n1Cc1cccs1	96	16	6	8	0.3	8	0	34	94	96	2
O=c1[nH]c(O)c(N=Nc2ccc([N+](=O)[O-])cc2)c(=O)[nH]1	100	26	9	-12	-0.1	-2	2	22	98	101	0
CCOC(=O)c1c(-c2ccc(OC)cc2)oc2ccc(OC(=O)N(C)C)cc12	102	17	-6	-3	2.0	17	-1	32	101	103	8
Cc1cccc(OP(=O)(Oc2ccccc2)OC(c2ccccc2)C(F)(F)F)c1 (stereo unspecified)	108	25	-13	-3	1.0	2	0	13	107	105	2
CCC(CC)NCc1c[nH]c2ccccc12	99	13	31	-35	0.7	nt	0	12	99	101	8
